Screening data as filed in PubChem BioAssay.
RORgamma inh – qHTS for inhibitors of ROR gamma transcriptional activity | Drosophila S2 Gal4-RORgamma UAS-luciferase reporter, 20 h | Potency, µM (doses to about 53.6 µM), for the others: top-dose activity change, negative = inhibition, hits mostly inhibitors | actives 5.4% (n = 310,000) | AID 2551, 2010; further: potency means the concentration at half of the fitted maximal effect; on the % scale 0 is the no-effect control and ±100 the full control effect; nearly all actives have a fitted effect of over 60% in size
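Luciferase reporter read in Schneider cells carrying Gal4-RORγ (mouse) and UAS-Photinus luciferase; cells given compound 1 h before 700 uM copper sulfate induction, then incubated 20 h at ambient temperature.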
Rab9 prom act – qHTS Assay for Rab9 Promoter Activators; Potency, µM (series often up to 9.22 µM), for the others: at the highest dose activation, negative = inhibition, actives largely listed as activators; actives 2.8% (n = 320,000); Huh7 Rab9 promoter-luciferase reporter, luminescence, 24 h; further: potency means the concentration at half of the fitted maximal effect; % of control where 0% means no effect; nearly all actives have a fitted effect of over 60% in size
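Luminescence read-out: Huh7 cells stably expressing Rab9-luciferase, treated 24 h with compound at 37 °C, then lysed with luciferase reagent for 10 min at ambient before reading.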
BRCA1 expr up – qHTS Assay to Identify Small Molecule Activators of BRCA1 Expression; MCF7-BRCA1-FFLuc reporter, luminescence, 48 h; response scale: scaled: vehicle 0%, 10 µM genistein 100%; Potency, µM (highest dose often 46.1 µM), for the others: at the top dose activation, most hits filed as activators; actives 1.1% (n = 380,000); AID 624202, 2012; further: potency means the concentration at half of the fitted maximal effect; nearly all actives have a fitted effect of over 80% in size; some results filed as inactive show a strong effect at the top dose
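MCF7 cells carrying a BRCA1-firefly luciferase reporter (2000 cells/well, phenol-red free MEM) were attached for 2 h at 37 °C, then given compounds for 48 h. Luminescence was read 15 min after luciferase reagent; activity normalized to genistein (10 microM) and DMSO.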
Gal4-VP16 FLuc – VP16 counterscreen qHTS for inhibitors of ROR gamma transcriptional activity; Drosophila S2 Gal4-VP16 UAS-luciferase, luminescence, 20 h; Potency, µM (series often up to 53.6 µM), without a hit: at the top dose activity, negative = inhibition, actives largely listed as inhibitors; actives 3.5% (n = 310,000);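 further: Gal4-VP16 expression switched on by copper sulfate through the metallothionein promoter; potency means the concentration at half of the fitted maximal effect; on the % scale 0 is the no-effect control and ±100 the full control effect; nearly all actives have a fitted effect of over 50% in size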
TRPV1 ag – HTS Assay for Compounds that Act as Agonists of the Vanilloid Receptor 1; Transient receptor potential cation channel subfamily V member 1 (Homo sapiens), Q8NER1; TRPV1-expressing cells, Fluo-8 calcium influx, agonist mode; activation, % at 8.33 µM; actives 0.19% (n = 320,000); AID 540275, 2011; in the data active means activation above about 80%; inconclusive means between about 30% and that limit; further: 0% is about no effect
Target sequence (Q8NER1 whole entry, looked up): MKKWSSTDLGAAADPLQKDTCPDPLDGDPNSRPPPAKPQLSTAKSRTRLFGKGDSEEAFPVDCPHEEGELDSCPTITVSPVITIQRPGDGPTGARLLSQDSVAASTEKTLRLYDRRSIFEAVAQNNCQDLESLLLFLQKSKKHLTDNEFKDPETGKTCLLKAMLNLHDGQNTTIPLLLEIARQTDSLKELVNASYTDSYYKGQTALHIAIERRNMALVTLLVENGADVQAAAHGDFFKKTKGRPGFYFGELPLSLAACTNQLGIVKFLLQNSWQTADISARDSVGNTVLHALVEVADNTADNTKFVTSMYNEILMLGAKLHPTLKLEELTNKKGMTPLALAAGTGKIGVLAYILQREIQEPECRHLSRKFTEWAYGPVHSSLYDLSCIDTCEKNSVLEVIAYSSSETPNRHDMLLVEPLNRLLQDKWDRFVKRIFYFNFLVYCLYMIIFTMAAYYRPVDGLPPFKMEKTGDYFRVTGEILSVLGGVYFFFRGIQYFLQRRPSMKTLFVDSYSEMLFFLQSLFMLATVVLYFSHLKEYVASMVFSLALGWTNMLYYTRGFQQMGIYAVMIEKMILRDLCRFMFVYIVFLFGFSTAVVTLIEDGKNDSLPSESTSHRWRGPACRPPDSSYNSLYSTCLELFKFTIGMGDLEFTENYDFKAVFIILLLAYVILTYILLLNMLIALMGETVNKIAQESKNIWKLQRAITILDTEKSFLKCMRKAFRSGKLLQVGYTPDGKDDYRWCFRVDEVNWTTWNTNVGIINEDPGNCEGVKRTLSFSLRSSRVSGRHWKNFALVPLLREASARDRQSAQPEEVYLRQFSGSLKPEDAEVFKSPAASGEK
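Cells expressing TRPV1 were dye-loaded with Fluo-8 and read kinetically: 10 s baseline, 3 min after compound (agonist portion), then 2 min after EC20 capsaicin (allosteric enhancer portion). Calcium-bound dye fluorescence at 480/520 nm.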
FLuc modulator – qHTS profiling assay for firefly luciferase inhibitor/activator using purifed enzyme and Km concentrations of substrates (counterscreen for miR-21 project); Luciferin 4-monooxygenase (Photinus pyralis), P08659; purified FLuc, Km substrates, luminescence inhibition; Potency, µM (highest dose often 57.5 µM), for inactives: at the top dose activity change, negative = inhibition, actives largely listed as inhibitors; actives 6.9% (n = 360,000);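 further: potency means the concentration at half of the fitted maximal effect; plate controls were vehicle for no effect and reference inhibitor for full effect; nearly all actives have a fitted effect of over 55% in size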
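Purified P. pyralis luciferase, 10 nM final, with Km-level 10 uM D-luciferin and 10 uM ATP in 50 mM Tris acetate pH 7.5, 10 mM Mg acetate, 0.01% Tween-20, 0.05% BSA; 6-point qHTS titration about 60 µM downward; luminescence read.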
ELG1 repair inh – qHTS screen for small molecules that inhibit ELG1-dependent DNA repair in human embryonic kidney (HEK293T) cells expressing luciferase-tagged ELG1; actives 2.3% (n = 330,000); Potency, µM (series often up to 46.1 µM), without a hit: at the highest dose activity change, negative = inhibition, most hits filed as inhibitors; HEK293T ELG1-luciferase reporter, luminescence, 16 h; DNA damage induced by 5-fluorouridine; further: potency means the concentration at half of the fitted maximal effect; on the % scale 0 is the no-effect control and ±100 the full control effect; nearly all actives have a fitted effect of over 55% in size
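Quantitative HTS, concentration-response format. 2,000 cells/well co-treated with 5-fluorouridine and compound, 16 hr in 5% CO2 at 37 °C; ONE-Glo luminescence read after 30 min.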
p53 reactivator – qHTS assay for re-activators of p53 using a Luc reporter; Potency, µM (top dose mostly 92.2 µM), without a hit: at the highest dose activity change, positive = activation, most hits filed as activators; AID 504706, 2011; H1299 p53-A138V BP100-luciferase reporter, luminescence, 24 h; actives 0.063% (n = 320,000); further: potency means the concentration at half of the fitted maximal effect; % of control where 0% means no effect; nearly all actives have a fitted effect of over 45% in size
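H1299 (p53-null), stable ts p53-A138V + BP100-Luc; 1000 cells/well, Opti-MEM/10% FBS; cpd 4 pt, 1:5; 24 h, 37 deg C, 5% CO2; detection reagent 10 min RT; luminescence.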
ELG1 genotox – qHTS screen for small molecules that induce genotoxicity in human embryonic kidney (HEK293T) cells expressing luciferase-tagged ELG1 | AID 504466, 2011 | actives 1.3% (n = 330,000) | Potency, µM (highest dose often 46 µM), for the others: at the top dose activity change, positive = activation, hits mostly activators | HEK293T ELG1-luciferase reporter, luminescence, 16 h; further: potency means the concentration at half of the fitted maximal effect; % of control where 0% means no effect; nearly all actives have a fitted effect of over 60% in size
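Cells (2,000/well) expressing the ELG1-luciferase fusion are dosed by pin tool and kept 16 hr at 37 °C, 5% CO2. Signal comes from ONE-Glo luciferase reagent after 30 min at room temperature.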
NPC1 prom act – qHTS Assay for NPC1 Promoter Activators. actives 2.4% (n = 320,000). Potency, µM (doses to about 9.22 µM), without a hit: at the top dose activation, usual class: activators. Huh7 NPC1 promoter luciferase reporter, 24 h;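 further: potency means the concentration at half of the fitted maximal effect; % of control where 0% means no effect; nearly all actives have a fitted effect of over 60% in size; reporter is driven by a mutant NPC1 promoter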
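Luminescence from an NPC1 promoter-driven luciferase reporter in stably transfected Huh7 cells was measured after 24 h compound treatment at 37 °C, followed by 10 min ambient incubation with luciferase detection reagent.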
Tb PFK block – qHTS Assay to Find Inhibitors of T. brucei phosphofructokinase; ATP-dependent 6-phosphofructokinase (Trypanosoma brucei brucei), O15648; T. brucei PFK, ADP-Glo luminescence; Potency, µM (series often up to 57.5 µM), for inactives: at the top dose activity, negative = inhibition, most hits filed as inhibitors; actives 0.17% (n = 330,000); AID 485367, 2010;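 further: potency means the concentration at half of the fitted maximal effect; 0% = uninhibited 1x PFK enzyme wells and -100% = no-enzyme wells; nearly all actives have a fitted effect of over 60% in size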
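Activity is normalized to no-enzyme wells (full inhibition) and 1.25 nM enzyme wells (no inhibition). Reaction: 0.5 mM F6P, 0.1 mM ATP, 45 min RT, ADP-Glo luminescence; concentration-response curves fitted and classed by quality.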
The depositor's hits bear a star; ? = inconclusive; . = no result given. Unless noted, the call rests on the fitted dose curve; in most records, active means well fitted curve in the direction sought with a large enough effect; inconclusive means small, poorly fitted or top-dose-only effect, or another doubt; inactive means no such curve, though single readings can be large; an effect the other way counts as inactive or inconclusive.

SMILES	RORgamma inh	Rab9 prom act	BRCA1 expr up	Gal4-VP16 FLuc	TRPV1 ag	FLuc modulator	ELG1 repair inh	p53 reactivator	ELG1 genotox	NPC1 prom act	Tb PFK block
CN(C)S(=O)(=O)N1CCC(Oc2ccc(C(=O)N3C[C@H]4CC[C@H]3C4)cc2)CC1	98%	-3%	-40%	?	-3	3%	13µM*	2%	-15%	-8%	2%
CC(C)c1cccc(C(C)C)c1NC(=O)COC(=O)C1=COCCO1	3%	-6%	0%	-2%	1	-2%	-13%	-1%	-2%	-3%	0%
CN1/C(=C\C(=O)c2cccnc2Cl)C(C)(C)c2ccccc21	34%	-2%	61%	-9%	8	?	12%	6%	-1%	2%	2%
CCC(C)NC(=O)CCSc1ccc(C)cc1 (configuration not stated)	-2%	-5%	17%	0%	12	-1%	3%	5%	-1%	-4%	0%
O=C(CCn1cncn1)N1CCCC(N2CCN(c3ccc(F)cc3)CC2)C1 (configuration not stated)	42%	14%	24%	24%	2	3%	21%	-5%	2%	10%	2%
COc1ccc(COC(=O)c2cccc(S(=O)(=O)N3CCN(C(C)=O)CC3)c2)cc1F	.	-4%	-22%	.	8	2%	-27%	1%	?	1%	-3%
Cc1cc(C)c(S(=O)(=O)N2CCCOC2CNC(=O)C(=O)NCCc2c[nH]c3ccccc23)c(C)c1 (configuration not stated)	?	2%	-89%	-11%	-3	9%	?	-9%	-15%	-5%	-6%
O=C(CCNS(=O)(=O)c1ccccc1)OCc1nnc(-c2ccccc2)o1	.	0%	4%	.	10	?	25%	6%	3%	2%	-6%
O=Cc1c(Cl)nc2ccccn12	13%	1%	-3%	3%	2	-2%	-11%	0%	-3%	-4%	-1%
O=C(CNC(=O)c1cccc(S(=O)(=O)N2CCc3ccccc32)c1)Nc1ccc(F)c(F)c1F	.	0%	4%	.	2	3%	19%	4%	-1%	-3%	1%
Cc1onc(-c2ccccc2)c1C(=O)N1CCOC12CCN(c1cccc(F)n1)CC2	19%	-1%	-22%	8%	12	2%	?	0%	-10%	7%	0%
COc1ccc(/C(C)=N/NC(=O)CNC(=O)c2ccco2)cc1	9%	-3%	21%	4%	-3	-3%	2%	-2%	-3%	-5%	-3%
COc1cc(C(=O)N/N=C/c2ccc(OC(=O)c3ccccc3)c(OC)c2)ccc1O	38%	-6%	6%	-14%	9	-14%	.	.	.	1%	2%
CC1(C)CC(=O)C2=C(C1)N(c1ccc(F)cc1)C(=O)C2(O)C(F)(F)F (configuration not stated)	?	-3%	6%	-7%	-2	2%	-1%	0%	-2%	-3%	7%
CCOc1cccc2c1OC1(C)CC2NC(=O)N1c1cccc(Cl)c1 (configuration not stated)	10%	-4%	-14%	-9%	-1	2%	-8%	-12%	-4%	-4%	0%

Entries of single compounds, looked up by structure.
`O=C(CNC(=O)c1cccc(S(=O)(=O)N2CCc3ccccc32)c1)Nc1ccc(F)c(F)c1F` as listed: RORgamma inh: .; Rab9 prom act: 0%; BRCA1 expr up: 4%; Gal4-VP16 FLuc: .; TRPV1 ag: 2; FLuc modulator: 3%; ELG1 repair inh: 19%; p53 reactivator: 4%; ELG1 genotox: -1%; NPC1 prom act: -3%; Tb PFK block: 1%
`O=Cc1c(Cl)nc2ccccn12` as listed: RORgamma inh: 13%; Rab9 prom act: 1%; BRCA1 expr up: -3%; Gal4-VP16 FLuc: 3%; TRPV1 ag: 2; FLuc modulator: -2%; ELG1 repair inh: -11%; p53 reactivator: 0%; ELG1 genotox: -3%; NPC1 prom act: -4%; Tb PFK block: -1%

A different layout for part of the listing above:
COc1ccc(COC(=O)c2cccc(S(=O)(=O)N3CCN(C(C)=O)CC3)c2)cc1F
  RORgamma inh = .
  Rab9 prom act = -4%
  BRCA1 expr up = -22%
  Gal4-VP16 FLuc = .
  TRPV1 ag = 8
  FLuc modulator = 2%
  ELG1 repair inh = -27%
  p53 reactivator = 1%
  ELG1 genotox = ?
  NPC1 prom act = 1%
  Tb PFK block = -3%

Cc1cc(C)c(S(=O)(=O)N2CCCOC2CNC(=O)C(=O)NCCc2c[nH]c3ccccc23)c(C)c1 (configuration not stated)
  RORgamma inh = ?
  Rab9 prom act = 2%
  BRCA1 expr up = -89%
  Gal4-VP16 FLuc = -11%
  TRPV1 ag = -3
  FLuc modulator = 9%
  ELG1 repair inh = ?
  p53 reactivator = -9%
  ELG1 genotox = -15%
  NPC1 prom act = -5%
  Tb PFK block = -6%

(continued)
SMILES	RORgamma inh	Rab9 prom act	BRCA1 expr up	Gal4-VP16 FLuc	TRPV1 ag	FLuc modulator	ELG1 repair inh	p53 reactivator	ELG1 genotox	NPC1 prom act	Tb PFK block
O=C(CSCc1cccc(Cl)c1)Nc1ccccc1-c1ccccc1	11%	-2%	-33%	-25%	23	0%	-2%	-10%	-3%	-3%	-4%
CCN(C(=O)c1cc2cccc(OC)c2oc1=O)C1CCCCC1	?	-5%	34%	-2%	0	7%	-10%	-1%	3%	-4%	0%
Cc1cc(C)c2c(CC(=O)NCc3ccco3)coc2c1	?	1%	-43%	3%	4	1%	1%	-5%	-1%	-3%	0%
COc1cccc(CN2CCN(C3CSCCSC3)CC2CCO)c1 (configuration not stated)	18%	-2%	-1%	-22%	2	-1%	-13%	-2%	-1%	-7%	-10%
O=C(COC(=O)CCSc1ccccc1)Nc1ccccc1Br	.	.	-16%	.	.	.	?	8%	4%	.	0%
CCOc1ccc(C2C(C#N)=C(N)Oc3cc(C)n(Cc4ccco4)c(=O)c32)cc1OC (configuration not stated)	24%	-2%	12%	-5%	3	-1%	6%	1%	-2%	0%	1%
O=C(Nc1ccccn1)c1nc(-c2ccccc2)n(-c2ccccc2)n1	?	0%	-15%	-11%	-4	3%	?	-7%	0%	-2%	3%
CCN(C(=O)COC(=O)Cc1coc2cc(C)ccc12)c1c(N)n(Cc2ccccc2)c(=O)[nH]c1=O	.	-5%	-3%	.	-1	4%	0%	5%	1%	1%	5%
Cc1cc(=O)oc2cc(OCC(=O)NCc3ccccn3)ccc12	16%	-2%	6%	-1%	-6	5%	?	3%	0%	-1%	1%
COc1ccc(N2C(=O)CC(Cc3ccccc3)C2=O)cc1 (configuration not stated)	44%	-1%	15%	13%	1	2%	16%	4%	4%	0%	-6%
Cc1c(NC(=O)c2cc3c(s2)-c2ccccc2OC3)cccc1[N+](=O)[O-]	39%	-9%	-71%	-2%	?	-6%	23µM*	-5%	-10%	0%	0%
O=C(NCC(c1ccco1)N1CCN(c2ccccc2F)CC1)C(=O)NC1CCCCC1 (configuration not stated)	.	-5%	-1%	.	0	1%	9%	5%	-1%	0%	-1%
C[N+]1(C)CCC(=C2c3ccccc3CC(=O)c3sccc32)CC1	39%	.	-42%	-3%	.	-17%	?	-11%	-5%	0%	-15%
COc1ccc(C2C(=O)N(CCc3ccccc3)CC(=O)N2C2CCCC2)cc1 (configuration not stated)	6%	-3%	-32%	1%	23	0%	4%	0%	2%	-2%	0%
COCCNC(=O)NC(=O)CN1CCCc2ccccc21	2%	-2%	-16%	-11%	-2	3%	3%	6%	-7%	1%	-7%
COc1ccc(Br)cc1/C=C(\C(=O)O)c1ccc(S(=O)(=O)N2CCCC2)s1	.	.	-20%	.	.	.	4%	-5%	4%	.	?
CC(C)(C)NC(=O)CSc1nnc(-c2ccccn2)n1-c1ccccc1	-9%	2%	0%	0%	-2	5%	3%	1%	-4%	-1%	0%
COc1ccccc1NS(=O)(=O)c1cccc(NS(=O)(=O)c2cc(C(=O)O)ccc2OC)c1	.	.	-13%	.	.	.	23%	7%	0%	.	12%
